# L3MBTL1 block – inhibitors of human L3MBTL1; AlphaScreen L3MBTL1–H3K9me1 peptide binding; AID 485360; Q9Y468; 230,000 compounds, 0.66% hits; Potency, µM (doses to about 57.1 µM), for the others: at the highest dose activity, negative = inhibition, most hits filed as inhibitors; active = well fitted inhibition curve with a large enough effect; inconclusive = small, poorly fitted or top-dose-only effect; inactive = no such curve, though single readings can be large or run the other way; also: nearly all actives have a fitted effect of over 60% in size
# Target sequence (Q9Y468 whole entry, looked up): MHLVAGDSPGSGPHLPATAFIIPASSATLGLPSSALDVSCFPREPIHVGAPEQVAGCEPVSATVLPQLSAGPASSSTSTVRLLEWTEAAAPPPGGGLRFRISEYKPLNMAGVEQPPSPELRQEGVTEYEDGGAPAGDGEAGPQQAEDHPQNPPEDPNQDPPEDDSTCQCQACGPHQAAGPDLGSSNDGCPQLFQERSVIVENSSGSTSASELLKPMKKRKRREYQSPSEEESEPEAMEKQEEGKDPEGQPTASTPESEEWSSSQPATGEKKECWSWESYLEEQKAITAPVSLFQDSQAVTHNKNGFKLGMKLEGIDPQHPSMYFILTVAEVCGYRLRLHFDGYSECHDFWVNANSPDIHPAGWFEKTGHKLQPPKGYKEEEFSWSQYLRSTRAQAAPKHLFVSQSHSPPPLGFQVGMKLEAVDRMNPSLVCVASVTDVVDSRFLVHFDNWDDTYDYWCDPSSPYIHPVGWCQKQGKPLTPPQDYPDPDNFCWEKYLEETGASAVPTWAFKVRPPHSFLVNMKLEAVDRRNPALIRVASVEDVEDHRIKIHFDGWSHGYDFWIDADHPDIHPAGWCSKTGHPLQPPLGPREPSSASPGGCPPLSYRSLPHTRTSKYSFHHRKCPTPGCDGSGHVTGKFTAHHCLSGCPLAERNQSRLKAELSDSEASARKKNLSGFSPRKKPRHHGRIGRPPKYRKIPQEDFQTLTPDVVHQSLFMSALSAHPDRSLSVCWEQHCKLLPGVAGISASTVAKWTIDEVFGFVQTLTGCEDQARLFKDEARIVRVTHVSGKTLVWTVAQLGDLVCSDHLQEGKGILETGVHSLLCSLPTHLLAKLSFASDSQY
#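 AlphaScreen proximity signal between nickel-chelate acceptor and streptavidin donor beads (final 10 ug/mL) reports binding of 50 nM L3MBTL1 to 75 nM biotin-H3 K9me1 peptide; complex incubated with compounds 30 min at room temperature; cefsulodin titration as control.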
# * hit, by the source's call; ? = inconclusive; [ ] = another dose, or the depositor's remark. % is scaled to controls: 0 for no effect and ±100 for the full control effect; potency is read from the fitted curve at half-maximal effect. Not all compounds are listed; rates above refer to the full screens.
# Start of the listing, in advance:
L3MBTL1 block	SMILES
7.1%	COc1ccccc1C(=O)NCCC(=O)Nc1ccc(S(=O)(=O)Nc2ncccn2)cc1
5.9%	CCOc1cc(CN2CCCC(N3CCc4ccccc4C3)C2)ccc1O (stereo not drawn)
-0.4%	CC1CCCN(C(=O)c2cc(-c3ccco3)nc3ccccc23)C1 (stereo not drawn)
-24.7%	O=C(Cc1cccc(NC(=O)C2CCCN(C(=O)C3CC3)C2)c1)Nc1cccc(C(=O)N2CCCC2)c1 (stereo not drawn)
-2.1%	COc1cc(C(=O)OC(C)c2ccc(F)cc2)ccc1OCC(=O)N1CCOCC1 (stereo not drawn)
-0.3%	Cc1ccc(NC(=O)CSCC(=O)NC2=NCCS2)cc1
-4.7%	COC(=O)[C@]1(Cc2ccccc2)N[C@H](c2ccc(-c3ccc(Cl)c(Cl)c3)cc2)[C@@H]2C(=O)N(C)C(=O)[C@@H]21

# All compounds of this part (from the top)
L3MBTL1 block	SMILES
7.1%	COc1ccccc1C(=O)NCCC(=O)Nc1ccc(S(=O)(=O)Nc2ncccn2)cc1
5.9%	CCOc1cc(CN2CCCC(N3CCc4ccccc4C3)C2)ccc1O (stereo not drawn)
-0.4%	CC1CCCN(C(=O)c2cc(-c3ccco3)nc3ccccc23)C1 (stereo not drawn)
-24.7%	O=C(Cc1cccc(NC(=O)C2CCCN(C(=O)C3CC3)C2)c1)Nc1cccc(C(=O)N2CCCC2)c1 (stereo not drawn)
-2.1%	COc1cc(C(=O)OC(C)c2ccc(F)cc2)ccc1OCC(=O)N1CCOCC1 (stereo not drawn)
-0.3%	Cc1ccc(NC(=O)CSCC(=O)NC2=NCCS2)cc1
-4.7%	COC(=O)[C@]1(Cc2ccccc2)N[C@H](c2ccc(-c3ccc(Cl)c(Cl)c3)cc2)[C@@H]2C(=O)N(C)C(=O)[C@@H]21
5.0%	CC1CCCC(C)N1C(=O)c1ccc(S(=O)(=O)N2CCCC2)cc1 (stereo not drawn)
22.6%	CC(C)(C)OC(=O)N[C@@H](C(=O)OC(C)(C)C)c1ccc2ccccc2c1
-2.0%	CCCCc1cc(=O)oc2cc(OCC(=O)NCC3CCC(C(=O)O)CC3)ccc12 (stereo not drawn)
5.9%	C[C@H](CO)N1C[C@H](C)[C@@H](CN(C)S(C)(=O)=O)Oc2ccc(NC(=O)Nc3ccccc3)cc2C1=O
5.0%	CC1(NC(=O)c2ccccc2)CCN(CCCc2ccccc2)C1=O (stereo not drawn)
10.5%	CCOc1ccc(NC(=O)CSc2nc3ccccc3nc2N2CC(C)OC(C)C2)cc1 (stereo not drawn)
2.5%	COc1ccccc1CNC(=O)CN1NS(=O)(=O)c2ccccc2C1=O
0.9%	COc1cccc(NC(=O)CN(C)C(=O)CSCC(=O)Nc2ccc(C)cc2)c1
4.4%	COc1ccc(C(C)NS(=O)(=O)Cc2ccccc2)cc1 (stereo not drawn)
1.6%	CC(C)(C)OC(=O)N[C@H](C(=O)OC(C)(C)C)c1ccccc1
10.6%	Cc1ccc(CNC(=O)COC(=O)c2cc(=O)[nH]c3ccccc23)cc1
-2.9%	O=C(O)CCC(=O)N1N=C(c2ccc(Br)cc2)CC1c1cccc(Br)c1 (stereo not drawn)
1.5%	COC(=O)c1ccc(NS(=O)(=O)c2cc3c4c(c2)C(C)C(=O)N4CCC3)cc1 (stereo not drawn)
-3.0%	Cn1cnnc1SCC(=O)Nc1ccc(S(N)(=O)=O)cc1
1.4%	Cc1ccc(S(=O)(=O)N2[C@@H](c3ccc(C(C)C)cc3)C(C(=O)O)=C[C@H]2C(C)(C)C)cc1
-15.3%	COc1ccccc1/C(C)=N/Oc1cc(N)cc([N+](=O)[O-])c1
-2.4%	O=C(COc1ccccc1Cl)Nc1ccc2[nH]c(=O)[nH]c2c1
-3.6%	CC(C)(C)c1ccc(C(=O)NCC(=O)OCCN2C(=O)c3ccccc3C2=O)cc1
2.2%	CCC(C)c1ccccc1NC(=O)C(C)Sc1n[nH]c(N)n1 (stereo not drawn)
-3.9%	CCCCn1c(-c2cccc(Br)c2)nc2cc3[nH]c(=O)c(C(C)C)nc3cc21
12.0%[2.29 µM]	COc1ccc(OCC(O)CN2CCOCC2)cc1 (stereo not drawn)
-2.6%	CCc1cccc(C)c1NC(=O)CN(C)C1=NS(=O)(=O)c2ccccc21
14.1µM*	CN1CCN(C2CCN(Cc3ccc(O)c4ncccc34)CC2)CC1
6.4%	CS(=O)(=O)c1ccc(Cl)c(NC(=O)c2cc(=O)[nH]c3ccc(S(=O)(=O)N4CCOCC4)cc23)c1
-0.7%	CC(C)(C)C(=O)Nc1sc2c(c1C#N)CCN(Cc1ccccc1)C2
3.2%	COc1ccc(S(=O)(=O)Nc2ccc3c(c2)C(=O)N([C@H](C)CO)C[C@H](C)[C@@H](CN(C)C(=O)Nc2c(C)noc2C)O3)cc1
-10.4%	c1cncc(CNc2ncnc3ccc(-c4ccco4)cc23)c1
2.9%	O=C(C1CCN(S(=O)(=O)c2ccccc2F)CC1)N1CCc2ccccc21
-8.4%	CCN(c1ccccc1)S(=O)(=O)c1ccc(OC)c(NC(=O)Cc2ccc(OC)c(OC)c2)c1
1.0%	Cc1ccccc1NC(=O)Cc1nc(COC(=O)C(NC(=O)c2ccccc2C)C(C)C)cs1 (stereo not drawn)
48.9%[activator]	COc1ccc(-c2cc(C(=O)OCC(=O)NC3CC3)c3ccccc3n2)cc1
9.6%	O=C(CCc1ccc(S(=O)(=O)N2CCOCC2)cc1)Nc1ccc(F)c(F)c1F
3.9%	CC(C)c1ccc(NC(=O)N2CCOCC2)cc1
-6.7%	C#CCOCCOCCOCCNc1nc(N2CCN(C(=O)CCCCCCCCCCNC(=O)[C@H]([C@@H](C)CC)n3cc(CCCCN=C(N)N)nn3)CC2)nc(N2CCN(C(=O)CCCCCCCCCCNC(=O)[C@H]([C@@H](C)CC)n3cc(CCCCN=C(N)N)nn3)CC2)n1
?	Cc1ccc(NC(=O)c2ccc(S(=O)(=O)N3CCCCCC3)cc2)nc1
6.7%	C/C(=N\NC(=O)c1cccc(S(=O)(=O)N2CCCC2)c1)c1ccncc1
7.5%	Cc1ccc(NC(=O)C(C)N2C(=O)c3ccccc3S2(=O)=O)cc1Cl (stereo not drawn)
23.0%	COCCN(C(=O)COC(=O)CCOc1cccc(C)c1)c1c(N)n(Cc2ccccc2)c(=O)[nH]c1=O
-1.3%	O=C(NCCCN1CCOCC1)c1cc(-c2ccc(Br)cc2)nc2ccccc12
-0.7%	COc1cccc(C(O)c2nc3ccccc3n2C)c1 (stereo not drawn)
3.8%	C[C@@H]1C(=O)O[C@H](C)[C@H]1C[C@@H](O)[C@](C)(O)C1CC[C@@]2(O)C3=CC(=O)[C@@H]4C[C@@H](O)[C@@H](O)C[C@]4(C)C3CC[C@]12C (stereo partly drawn)
2.7%	O=C(O)C1C2CCC(O2)C1C(=O)Nc1cccc(Cl)c1 (stereo not drawn)
6.5%	Cc1ccc(S(=O)(=O)N2CC(C(=O)O)=CC[C@H]2c2ccc(Cl)cc2)cc1

# L3MBTL1 block, what is marked active above
L3MBTL1 block	SMILES
14.1µM*	CN1CCN(C2CCN(Cc3ccc(O)c4ncccc34)CC2)CC1

# Remaining list, next part:
L3MBTL1 block	SMILES
?	Cc1cc2c(s1)c1c(n2C)C(=O)N(Cc2ccccc2F)C1
5.1%	Cc1n[nH]c(C)c1S(=O)(=O)N1CCCC(C(=O)O)C1 (stereo not drawn)
2.6%	CCOC(=O)c1ccc(-c2c(-c3ccccc3OC)sc3cc4c(cc23)OCO4)cc1F
-1.7%	CC(=O)c1ccc(NC(=O)CCc2ccc(C)o2)cc1
39.9%[activator]	C=CCSc1nsc(NC(=O)Nc2ccc(F)cc2)n1
-0.1%[2.29 µM]	CN1CCN(C(=O)c2ccccc2[N+](=O)[O-])CC1
-8.5%	CC(Oc1cccc(Cl)c1)C(=O)Nc1ccc(S(=O)(=O)N(C)C2CCN(C)CC2)cc1 (stereo not drawn)
-0.5%	COC(=O)c1ccsc1NC(=O)CCS(=O)(=O)c1ccc(Cl)cc1
1.4%	Cn1nc(C(=O)N2CCC(C(N)=O)CC2)c2c1-c1ccccc1SC2
1.3%	Cc1cccc(NC(=O)CN2CCN(C(=O)c3cnn(Cc4ccccc4)c3)CC2)c1C
-1.3%	CN(C(=O)CSc1nnc(-c2ccccc2F)o1)c1ccccc1
6.3%	COc1cccc(CC(=O)NC2CCCN(Cc3ccccc3F)C2)c1 (stereo not drawn)
6.7%	COc1ccc(NC(=O)CSc2nnc(-c3ccncc3)o2)c(OC)c1
0.6%	COc1ccc(NC(=O)N(C)C[C@H]2Oc3c(NS(=O)(=O)c4ccc(F)cc4)cccc3C(=O)N([C@H](C)CO)C[C@@H]2C)cc1
-9.3%	CCOc1ncccc1C(=O)OC(C)C(=O)Nc1ccc(N2CCOCC2)cc1 (stereo not drawn)
10.8%	Cn1c(-c2ccc(C(F)(F)F)cc2)cc2onc(-c3ccccc3)c2c1=O
-1.1%	O=C(COC(=O)CNS(=O)(=O)c1ccc(Cl)cc1)NC1CCCCC1
-8.0%	Cc1ccc(C(=O)OCC(=O)Nc2ccc(Cl)cn2)cc1S(=O)(=O)N1CCOCC1
-5.2%	Cc1ccc(S(=O)(=O)Nc2ccc(Cl)cn2)cc1C
-1.6%	CCCCN(C(=O)CC1CCCCC1)c1c(N)n(CC(C)C)c(=O)[nH]c1=O
-3.7%	COc1ccc(O)c(/C=N/N=C/c2cccc([N+](=O)[O-])c2)c1
-6.4%	O=C(COC(=O)COc1ccccc1)Nc1ncc([N+](=O)[O-])s1
-7.5%	CC(C)(C)NC(=O)COc1coc(CN2CCN(C(=O)c3ccco3)CC2)cc1=O
42.9%[activator]	CCn1c(=O)c(C(=O)NCCCc2ccccc2)c(O)c2ccccc21
1.1%	CC(=O)Nc1cccc(C(=O)NNC(=O)c2ccccc2-n2cccc2)c1
-9.4%	Cc1cc(C(=O)CCC(=O)Nc2ncccc2O)c(C)s1
3.1%	CCNC(=O)c1cccc(NC(=O)CC2SC(N3CCCCC3)=NC2=O)c1 (stereo not drawn)
-3.4%	O=C(CCC(=O)N1CCOc2ccccc21)NC1CCN(Cc2ccccc2)CC1
4.4%	COc1ccc(CN(CCN)C2CC(C)N(C)CC2C)cc1 (stereo not drawn)
-3.6%	CCc1noc(C)c1C(=O)Nc1nc(-c2ccc(NC(C)=O)cc2)cs1
-9.9%	CCCN(C(=O)c1cc(CC)c(C)s1)c1c(N)n(Cc2ccccc2)c(=O)[nH]c1=O
2.8%	Nn1c(SCC(=O)N2CCOCC2)nnc1-c1cccnc1
-7.6%	CCOc1ccc(OCCC(=O)OCC(=O)Nc2ccc3c(c2)OCCO3)cc1
8.3%	C=CCn1c(=O)c2c(nc(-n3nc(C)cc3C)n2C)n(C)c1=O
1.1%	C[C@H](NC(N)=O)C(=O)Nc1ccc(N2CCOCC2)c(S(=O)(=O)Nc2ccc(Cl)cc2)c1
6.2%	O=C(COc1cccc(Cl)c1Cl)NC1CC1
2.4%	COc1ccc(NC(=O)c2cc3ccc(O)cc3o/c2=N\O)cc1
61.8%[activator]	Cc1nn(Cc2ccccc2)c2ncccc12
9.2%	CN(C)CCN(C(=O)C1CCN(S(=O)(=O)c2cccs2)CC1)c1nc2ccc(F)cc2s1
3.4%	CC(NC(=O)CSc1ncccn1)c1ccc2c(c1)OCO2 (stereo not drawn)
-0.3%	CCCCN(C(=O)c1nn(C)c(=O)c2ccccc12)c1c(N)n(CCC)c(=O)[nH]c1=O
-1.7%	O=C1C=C(c2cnc3ccccc3c2)C[C@@H](c2ccc3c(c2)OCO3)C1
-3.4%	COc1ccc(S(=O)(=O)N2CCN(C(=O)CCc3c[nH]c4ccccc34)CC2)cc1
-1.3%	NC(=O)C1CCN(c2ccc(S(=O)(=O)N3CCCCC3)cc2[N+](=O)[O-])CC1
4.9%	COc1ccc(OC)c(S(=O)(=O)n2c([N+](=O)[O-])cnc2C)c1
-6.5%	COc1cc(CN2CCCC(C(=O)c3ccc(C(C)(C)C)cc3)C2)cc(OC)c1O (stereo not drawn)
2.2%	O=C(c1cccc(Cl)c1)N(Cc1ccco1)C1CCS(=O)(=O)C1 (stereo not drawn)
4.6%	CC1CCCCN1CCNC(=O)CCc1nnc2n(Cc3ccccc3)c(=O)c3ccccc3n12 (stereo not drawn)
-1.2%	Cc1nc(SC(C)C(=O)NCc2ccc3c(c2)OCO3)nc(C)c1C (stereo not drawn)
6.2%	COc1ccc([C@H]2Cc3cccc(O)c3C(=O)O2)cc1O

# No new results follow: 2 of the compounds above.
L3MBTL1 block	SMILES
-9.4%	Cc1cc(C(=O)CCC(=O)Nc2ncccc2O)c(C)s1
3.1%	CCNC(=O)c1cccc(NC(=O)CC2SC(N3CCCCC3)=NC2=O)c1 (stereo not drawn)

# Later entries
L3MBTL1 block	SMILES
10.8%	Cc1ccc(NC(=O)Cn2cc(C=O)c3ccccc32)cc1C
25.5%	O=C(OCC(=O)N1CCC(Cc2ccccc2)CC1)c1cc(Cl)ccc1O
-1.3%	COc1ccc(C(=O)Nc2c(C)cc(C)cc2C)cc1OC
4.3%	COC(=O)[C@]1(C)N[C@H](CN(C)S(=O)(=O)c2ccc(OC(F)(F)F)cc2)[C@@H]2C(=O)N(C)C(=O)[C@@H]21
-0.7%	CC(C)[C@H](NS(=O)(=O)c1ccccc1)C(=O)OCC(=O)Nc1cccc(S(N)(=O)=O)c1
-5.0%	CCN1CCN(c2ccc(S(=O)(=O)N3CCCCC3)cc2NC(=O)c2cccc(OC(F)F)c2)CC1
-3.0%	COc1ccc(C(=O)NCc2c(C)oc(C)c2C(=O)O)cc1
1.8%	CCCN(C(=O)c1cccc(S(=O)(=O)N2CCCc3ccccc32)c1)C1CCS(=O)(=O)C1 (stereo not drawn)
5.1%	CCCCn1c(N)c(N(CC(C)C)C(=O)CSCC(=O)Nc2ccc(C)cc2)c(=O)[nH]c1=O
8.3%	CCCN(CC(=O)Nc1ccccc1OC)C(=O)CN1C(=O)NC2(CCCCC2)C1=O
